HTR5A inv ctr – inverse agonist of human HTR5A in OPRM1-OPRD1 counter-screen. P47898. HTR5A cell line, luminescence, inverse agonism. inhibition, % at 9.3 µM. 0.083% of 340,000 active. AID 504634; in the data active means inhibition mostly above about 23%, no sharp cut-off; inactive means mostly below about 18%;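 further: 0% = cells with DMSO and 100% = no-cell wells with DMSO; some compounds called inactive have numbers as strong as hits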
Target sequence (P47898 whole entry, looked up): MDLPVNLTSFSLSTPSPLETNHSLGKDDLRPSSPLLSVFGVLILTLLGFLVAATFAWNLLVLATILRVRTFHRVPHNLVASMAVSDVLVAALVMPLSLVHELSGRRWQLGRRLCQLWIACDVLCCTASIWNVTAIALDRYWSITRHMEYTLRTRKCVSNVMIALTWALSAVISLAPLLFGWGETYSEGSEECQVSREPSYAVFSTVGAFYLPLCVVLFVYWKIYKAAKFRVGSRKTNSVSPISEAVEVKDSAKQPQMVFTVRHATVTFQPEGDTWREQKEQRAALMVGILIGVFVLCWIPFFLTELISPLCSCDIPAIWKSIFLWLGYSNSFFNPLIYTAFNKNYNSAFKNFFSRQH
SR-BI HDL uptake – blocks mouse SR-BI lipid uptake from DiI-HDL; 0.96% of 320,000 active; ldlA[mSR-BI] CHO cells, DiI-HDL uptake fluorescence, 3 h; inhibition, % at 12.5 µM; Q61009;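 active means mean replicate inhibition of at least 70% and a set share of replicates each scoring 70 or more; inconclusive means meets just one of the two criteria; inactive means fails both criteria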;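 further: 0% = median of neutral control wells and 100% = median of positive control wells; values of inactives mirror those of a sister screen read the other way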
HTR5A ag ctr – HTR5A agonism, opioid heterodimer counter-screen; P47898; HTR5A agonist assay, luminescence, cell-based; activation, % at 9.3 µM; 0.61% of 340,000 active; AID 504692; in the data active means activation mostly above about 9.5%, no sharp cut-off; inactive means mostly below about 7.6%;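 further: 0% = cells with vehicle only and 100% = reference agonist; strong numbers were not always called active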
Wnt act – Wnt/beta-catenin pathway activation; AID 743398; activation, % at 9.35 µM; 1.2% of 300,000 active; Wnt/beta-catenin reporter cell assay, activator, plate reader; in the data active means activation above about 30%, passing the limit was not always enough; inconclusive means no clear call, values can overlap the other calls;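 further: 0% = neutral control wells and 100% = positive control wells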
CDK5 inh – blocks human CDK5/p35 kinase activity; Q00535+Q15078; Recombinant CDK5/p35, ADP-Glo luminescence, 60 min; inhibition, % at 10 µM; 0.01% of 330,000 active; AID 488839;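 active means highest replicate inhibition of at least 50% and at least 75% of replicates reaching 50%; inconclusive means only one of the two criteria met; inactive means both criteria failed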;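 further: plate controls were DMSO neutral control for no effect and GW8510 at 10 µM for full effect; many of its hits are not listed in these tables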
NSD2 HMT inh – inhibitors of human histone methyltransferase NSD2; inhibition, % at 12.5 µM; O96028; 0.54% of 310,000 active; AID 743445; NSD2 peptide methylation, AlphaScreen, 120 min; in the data active means inhibition above about 50%
PvdQ acylase – P. aeruginosa PvdQ acylase inhibition | inhibition, % at 10 µM | AID 488965 | purified PvdQ acylase, fluorescence plate reader | 0.063% of 340,000 active; in the data active means inhibition above about 30%, passing the limit was not always enough; inconclusive means no clear call, values can overlap the other calls;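 further: 0% = vehicle neutral wells and 100% = reference inhibitor wells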
dFosB activator – activators of mouse delta FosB homodimer; purified delta FosB, TAMRA-CDK5 oligo fluorescence polarization; percent of positive-control signal above neutral wells; AID 493131; 0.99% of 340,000 active; P13346; activation, % at 25 µM;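 active means mean activation above about 17%, with every replicate also reaching it, limit read from the data, passing the limit was not always enough; inconclusive means only one of the two conditions met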;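 further: fluorescence polarization rise as delta FosB binds a TAMRA Cdk5 AP-1 oligo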
Target sequence (P13346 whole entry, looked up): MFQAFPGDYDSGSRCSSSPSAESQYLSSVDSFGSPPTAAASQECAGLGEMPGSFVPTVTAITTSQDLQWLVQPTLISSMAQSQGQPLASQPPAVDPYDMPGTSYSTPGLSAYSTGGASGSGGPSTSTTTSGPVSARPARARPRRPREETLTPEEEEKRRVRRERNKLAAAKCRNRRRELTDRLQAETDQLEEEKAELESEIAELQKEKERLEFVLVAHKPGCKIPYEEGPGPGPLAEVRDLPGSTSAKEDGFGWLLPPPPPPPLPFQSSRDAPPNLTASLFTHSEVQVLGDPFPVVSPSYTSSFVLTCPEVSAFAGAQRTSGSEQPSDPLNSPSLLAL
MITF act – activators of MITF-driven TRPM1 promoter activity in SK-MEL-5 cells | SK-MEL-5 TRPM1-promoter luciferase, 24 h; % of positive control, neutral wells = 0 | activation, % at 12.5 µM | 0.75% of 300,000 active | AID 588334;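 active means mean activation of at least 80% with every replicate also reaching 80%; inconclusive means mean reaches 80% but some replicate falls short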;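 further: 0% = neutral control wells and 100% = parthenolide positive control wells; values of inactives mirror those of a sister screen read the other way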
V-ATPase pHluor – yeast V-ATPase proton transport regulation by pHLuorin. S. cerevisiae, pHLuorin cytosolic pH fluorescence. 0.37% of 350,000 active. response, % at 10 µM; in the data active means response mostly above about 7.3%, no sharp cut-off; inactive means mostly below about 5.4%; further: actives read high; inactives centre near 0; some compounds called inactive have numbers as strong as hits; reference of the scale not given here
* marks the source's active call; other numbers are inactive results; ? = inconclusive; · = no result given.

Molecule	HTR5A inv ctr	SR-BI HDL uptake	HTR5A ag ctr	Wnt act	CDK5 inh	NSD2 HMT inh	PvdQ acylase	dFosB activator	MITF act	V-ATPase pHluor
COc1cc(NC(=O)CC(C)S(=O)(=O)c2ccc3c(c2)NC(=O)CO3)cc(OC)c1OC (centres undefined)	2	-18	2	-1	0.3	-4	2	-4	7	-6
COc1ccc(C(C(=O)NC2CCCCC2)N(C(=O)Cc2c[nH]c3ccccc23)c2ccc(NC(C)=O)cc2)cc1OC (centres undefined)	-8	-1	3	-4	2.7	-1	0	-9	·	8
Cc1ccc(-n2c3nc(=O)[nH]c(=O)c-3cc3cc([N+](=O)[O-])ccc32)cc1C	6	6	-2	3	-0.5	4	-15	-8	-38	-4
Cc1ccc(NC(=O)C(C)N=C2NS(=O)(=O)c3ccccc32)cc1 (centres undefined)	-5	-15	2	1	-0.2	-1	1	2	4	4
COc1cc(/C=C/C(=O)O)ccc1OCc1ccc([N+](=O)[O-])cc1	20	-8	1	2	-1.1	-1	-5	0	13	1
CC[C@]12c3[nH]c4ccc(OC)cc4c3CCN1C(=O)C(CC(=O)NCc1ccco1)C[C@@H]2C(=O)N1CCN(C(=O)C2CC2)CC1 (some centres undefined)	-3	4	1	-1	-1.3	·	-3	0	2	3
COc1ccc2oc(C(=O)OCC(=O)Nc3cc(S(=O)(=O)N4CCOCC4)ccc3OC)c(C)c2c1	-17	21	7	-7	0.2	5	-14	1	-2	4
CC[n+]1c(C)sc2cc(C)ccc21	10	8	-3	-2	1.2	3	-15	5	8	4
CCN(CC)S(=O)(=O)c1ccc(O)c(C(=O)OCC(=O)Nc2cc(C)c(C)cc2[N+](=O)[O-])c1	3	-7	-1	0	-0.1	1	-6	-2	3	1
C=C1[C@@H](OC(C)=O)CC[C@]2(C)[C@@H]1C[C@@H]1C[C@H](OC(C)=O)C(C)=C([C@@H](OC(C)=O)[C@@H]2OC(C)=O)C1(C)C	10	-15	-4	1	-2.0	·	-6	-11	-7	-2
CCc1cccc(C)c1NC(=O)CSc1nnc(-c2cc3cc(Br)ccc3o2)n1CC	-28	8	2	-5	-0.3	-1	8	0	·	-5
S=C(c1cn(Cc2ccc(Br)cc2)c2ccccc12)N1CCOCC1	4	-9	1	·	-0.8	-1	16	-5	-2	1
CC(C)(C)c1ccc(C(=O)OCc2c(-c3ccccc3)ncc3ccccc23)cc1	-11	-14	3	-1	5.5	·	11	0	10	-1
CC(C)(C)OC(=O)N/N=C/c1cccn1-c1ccc([N+](=O)[O-])cc1	13	60	1	-4	0.6	13	-12	-10	·	0
CCOC(=O)C1CCCN(c2c(Nc3ccc(C)c(C)c3)c(=O)c2=O)C1 (centres undefined)	16	-4	-6	-1	1.8	·	2	-2	6	1
Cc1ccc(NC(=O)c2ccc(S(=O)(=O)N3CCCCC3)cc2)nc1	-7	-9	3	5	-0.3	0	-12	-10	8	0
Cc1ccc2cc(CCl)c(Cl)nc2c1	-13	-9	4	4	-0.4	·	1	-5	-19	-3
COc1ccc(N2CC(C(=O)Nc3nnc(Cc4ccccc4)s3)CC2=O)cc1 (centres undefined)	1	0	8	2	0.5	-1	3	-11	2	3
Nc1ccn(Cc2ccccc2)n1	0	-13	0	0	0.2	-5	15	-1	0	1
N#Cc1cnc(Nc2ccc(F)cc2)nc1N	-6	-4	-1	1	5.2	-2	-12	1	·	-1
CC(=O)Nc1ccc(NC(=O)Cc2ccc(S(=O)(=O)N3CCCCC3)cc2)cc1	0	-16	0	0	-0.4	0	-12	2	-1	-1
COc1ccc(N2CCN(C(=O)c3cc4c(C)nc5ccccc5c4o3)CC2)cc1	-6	-53	2	0	0.7	11	-8	0	4	4
O=C(Cc1coc(-c2ccc(F)cc2)n1)NCc1ccccc1	3	3	-1	-4	2.2	-9	-12	4	-5	-1
CC1=NN(c2ccc(Cl)cc2)C(=O)/C1=C\c1cccn1-c1ccc(S(N)(=O)=O)cc1	-2	54	5	-1	1.1	11	5	2	-3	-1
COc1ccc(NS(=O)(=O)c2ccc(N3CCOCC3)c(NC(=O)C(C)C)c2)cc1	8	2	2	1	0.0	1	-5	-2	-8	-2
C=CCNC(=O)CN(c1cc(Cl)ccc1OC)S(=O)(=O)c1ccc(C)c([N+](=O)[O-])c1	-2	-3	1	0	-4.0	0	-11	-4	-3	3
O=C(Nc1cccn(Cc2ccccc2)c1=O)NC1CCCCC1	2	-1	-1	2	0.1	6	-4	-5	-5	-3
[O-][N+](=C(c1ccccc1)c1ccccc1)c1ccccc1	-4	-6	1	-4	-1.6	1	-9	1	21	2
Cc1ccn(CCC(=O)NC2CC(C)(C)Cc3c2cnn3-c2ccccc2C)n1 (centres undefined)	-1	-13	-5	0	-0.1	·	-6	1	11	2
CC(C)(C)Nc1scc(-c2ccccc2)[n+]1-c1ccccc1	5	6	-6	1	0.2	0	2	0	5	-1
COc1ccc(N2CCN(C(=O)CC(NC(N)=O)c3cccc(Oc4ccccc4)c3)CC2)cc1 (centres undefined)	3	-3	-1	-11	0.3	1	-7	0	·	-3
CCOc1ccccc1NC(=O)CN1CCC(NC(=O)c2ccccc2)CC1	-11	1	4	·	2.1	5	7	-5	4	7
CC1CCC(NC(=O)c2cccc(S(=O)(=O)NCc3ccccc3)c2)CC1 (centres undefined)	-4	21	1	-3	0.4	-1	-3	-2	1	-3
C=CCOc1cccc(C2NC(=O)c3ccccc3O2)c1 (centres undefined)	10	8	-3	-1	1.7	2	-8	-19	·	-1
CCOC(=O)N1CCC(Nc2c([N+](=O)[O-])cc(C(=O)O)cc2[N+](=O)[O-])CC1	-21	2	6	0	-0.1	11	-13	6	3	1
OC(COc1ccc(Cl)cc1)CN1CCC(Cc2ccccc2)CC1 (centres undefined)	9	30	0	0	-1.6	23	-10	-9	6	-1
COc1ccc(CNC(=O)[C@@H](NC(=O)C2CCN(C(=O)[C@@H](N)CCSC)CC2)C(C)C)cc1	1	5	2	-1	1.6	-2	-2	-6	13	-3
O=C(COC(=O)COc1ccc(Cl)cc1)Nc1ncc(Br)s1	12	-8	-2	0	-2.4	-1	-21	2	1	-1
Cc1ccccc1CN1CCCC(C(=O)N2CCCCC2)C1 (centres undefined)	-5	·	1	0	0.4	-2	9	-4	-11	-4
CCc1nc(N2CCCCC2C(=O)O)c2oc3ccccc3c2n1 (centres undefined)	2	·	-1	-3	-0.9	-1	-14	-3	-15	-3
CSc1nc(-c2ccc(N(C)C)cc2)c(C#N)c(=O)n1C	3	31	-1	14	0.8	·	10	-10	38	5
CCOCCCNC(=O)CCc1ccc(-n2cnc3cccnc32)cc1	-3	-15	1	2	-0.4	-2	6	-9	7	2
COc1ccc(C(=O)N/N=C/c2ccc(OC(=O)c3cccs3)cc2)cc1	-17	19	7	0	0.8	2	-6	6	13	-2
CCc1nc(SCC(=O)NCCc2ccccc2)c2c(=O)n(C)c(=O)n(C)c2n1	-5	-14	2	2	-0.3	·	2	9	-10	2
Cc1cccc(CC(=O)NC2CCCCCC2)c1	-11	-14	3	7	-0.2	-8	-3	-3	23	3
CCC1CCC/C1=N\NC(=O)c1cc(C)[nH]n1 (centres undefined)	1	-5	0	·	0.5	·	-16	3	-3	-3
CCn1c(C)nc2cc(S(=O)(=O)N3CCCC3)ccc21	5	-12	1	·	1.6	-2	-5	-3	11	0
CC(=O)c1ccc(NC(=O)c2sc3nc4n(c(=O)c3c2C)CCCCC4)cc1	10	27	1	10	1.3	-2	-10	-52	68	-2
Cc1ccc(-c2c3c(=O)n(C)c(=O)n(C)c3cn2CCCN2CCOCC2)cc1	12	-2	-3	·	-1.1	0	-7	-4	-16	-3
Cn1ncc(N=Cc2c(O)ccc3ccccc23)c1C(=O)N1CCOCC1	5	-6	-4	·	0.3	1	-10	-11	-12	-2
CC1=NN(C(=O)c2ccccc2)C(O)(c2ccc(Br)cc2)C1 (centres undefined)	12	94*	-4	7	-1.2	3	-11	-2	·	-2
CCOc1ccc(NC(=O)COc2ccccc2C(=O)NCc2ccccc2)cc1	-12	18	4	12	2.3	0	9	?	0	-4
N/C(=N\OC(=O)c1cccc2ccccc12)c1ccc(Br)cc1	18	-2	2	3	-4.7	-3	-10	3	-3	-5
O=C(Nc1ccc(Br)cc1)c1cc(-c2cccs2)on1	2	8	-3	23	-0.4	-4	2	6	?	-2
Cc1nc2cc3nc(C(F)(F)F)[nH]c3cc2[nH]1	-1	0	0	2	0.3	-2	-5	1	13	1
c1ccc(Cn2nnnc2CN2CCCC2)cc1	-25	-18	-3	·	-1.7	-2	-2	-10	3	1
CN(C(=O)c1cccc(NC(=O)Cc2ccc(NC(=O)C3CCCN(C(=O)C4CC4)C3)cc2)c1)C1CC1 (centres undefined)	-6	70	2	-2	3.8	·	0	-8	-8	2
CCCC(=O)Nc1nnc(-c2ccccc2)o1	6	-3	-2	2	1.4	·	6	-8	-3	-3
COc1cccc(C(=O)Nc2ccc(NC(=O)C(C)C)nc2)c1	-3	-1	-3	·	1.0	-2	-15	0	20	0

Not a hit list. Share with any hit: about 5%.
